Screens from PubChem BioAssay.
Cdc25B inh = inhibitors of human Cdc25B phosphatase; P30305; inhibition, %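 (compounds tested at 10 µM final in the well)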; recombinant Cdc25B, OMFP fluorescence Ex485/Em525; actives 0.1% (n = 65,000); in the data active = inhibition above about 50%
D1 mod = D1 dopamine receptor (human) allosteric modulation. P21728. actives 5.9% (n = 58,000). B-score at 10 µM. HEK293 D1, CRE-luciferase, dopamine EC30 potentiation; actives deviate in either direction;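 active = luminescence count or its row- and column-corrected plate score outside the 99.7% band of the plate's sample wells, on either side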
Target sequence (P21728 whole entry, looked up): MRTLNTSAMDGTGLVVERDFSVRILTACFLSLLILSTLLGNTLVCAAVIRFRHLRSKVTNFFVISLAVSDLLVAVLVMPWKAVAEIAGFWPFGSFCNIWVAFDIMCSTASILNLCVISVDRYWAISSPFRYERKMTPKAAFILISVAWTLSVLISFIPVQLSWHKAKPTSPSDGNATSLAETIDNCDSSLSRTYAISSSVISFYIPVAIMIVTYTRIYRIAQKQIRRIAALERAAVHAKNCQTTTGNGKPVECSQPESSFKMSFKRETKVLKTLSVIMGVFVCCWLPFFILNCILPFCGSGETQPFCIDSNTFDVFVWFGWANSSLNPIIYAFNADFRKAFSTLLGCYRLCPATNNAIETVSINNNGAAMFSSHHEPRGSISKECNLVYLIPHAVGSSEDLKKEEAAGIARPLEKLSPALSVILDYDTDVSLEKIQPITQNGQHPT
MKP-1 inh = human dual specificity phosphatase 1 inhibition. recombinant MKP-1, OMFP hydrolysis fluorescence. inhibition, %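 (compounds tested at a single concentration somewhere between 10 and 100 µM)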. AID 374. P28562. actives 0.15% (n = 65,000);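 active = inhibition above about 50%, limit read from the data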;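 note: 0% = DMSO max control wells and 100% = wells with enzyme stopped by NaOH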
RORA act = RORA (human) activation | P35398 | CHO-K1 Gal4-RORA LBD luciferase reporter, luminescence; percent increase over mock-subtracted basal signal | activation, % at 10 µM | actives 1.5% (n = 65,000);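 active = activation above the mean of all tested compounds plus 3 SD, cut at about 49% in these data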;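 note: 0% = DMSO-treated RORA cells and 100% = added signal equal to DMSO minus mock-transfected cells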
SF1 activator = activates the human nuclear receptor SF-1 | CHO-K1 Gal4-SF-1 LBD luciferase reporter; % increase over DMSO SF-1-specific signal | AID 522 | activation, % at 10 µM | actives 1.9% (n = 65,000);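 active = activation above the mean activation of all tested compounds plus 3 SD, cut at about 50% in these data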
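Test system: transient Gal4-SF-1 LBD reporter, CHO-K1; Amount: 4,000 CHO-K1 cells per well; Doses: 10 µM only; Timing: compound exposure 20 h at 37 °C; Signal: luciferase light emission; Read-out basis: percent activation relative to DMSO median and mock-transfected background; Control set: DMSO negative control and −SF1 background wells; Replicates: one test per compound.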
TNAP act mid DEA = activates human TNAP at intermediate phosphate acceptor concentration; P05186; purified TNAP, CDP-star luminescence, 100 mM DEA, 30 min; hits give high values; scale: 0 levamisole-inhibited, 1 vehicle-only enzyme; activation factor at 20 µM; 64,000 tested, under 10 active; AID 813;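 active = activation factor of at least 2 at 20 µM, relative to controls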
Target sequence (P05186 whole entry, looked up): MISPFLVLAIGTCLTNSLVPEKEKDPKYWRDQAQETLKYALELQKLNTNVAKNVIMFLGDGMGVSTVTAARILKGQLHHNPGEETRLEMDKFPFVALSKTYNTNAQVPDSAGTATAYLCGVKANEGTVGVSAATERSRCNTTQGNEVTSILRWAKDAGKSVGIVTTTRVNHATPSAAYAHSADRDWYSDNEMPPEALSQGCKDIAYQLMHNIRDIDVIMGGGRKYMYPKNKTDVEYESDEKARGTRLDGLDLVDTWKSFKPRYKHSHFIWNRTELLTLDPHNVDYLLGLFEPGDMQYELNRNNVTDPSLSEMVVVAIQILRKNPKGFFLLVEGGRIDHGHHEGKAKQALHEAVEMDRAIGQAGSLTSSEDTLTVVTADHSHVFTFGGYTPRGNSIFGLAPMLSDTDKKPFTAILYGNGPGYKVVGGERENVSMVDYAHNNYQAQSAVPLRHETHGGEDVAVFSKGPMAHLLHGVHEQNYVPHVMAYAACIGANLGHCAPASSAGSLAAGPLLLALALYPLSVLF
HER2 expr 66K = lowers expression of human Her2 kinase; HER2 level % of control, % at 10 µM; P04626; AID 645; actives 0.69% (n = 65,000); SKBR-3 HER2 protein level, AlphaScreen, 18-24 h; hits give low values;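 active = HER2 level under 5% of the carrier-only control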;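 note: 100% = DMSO carrier and 0% = 500 nM PU-H71 HSP90 inhibitor; lower value means stronger loss of Her2 protein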
FXIIa mix inh = inhibitors of human coagulation factor XIIa, pooled mixtures | AID 684 | actives 0.2% (n = 62,000) | purified FXIIa, fluorogenic substrate | inhibition, % at 5 µM | P00748; in the data active = inhibition above about 20%, passing the limit was not always enough;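 note: 0% = enzyme without compound and 100% = no enzyme blank; some results filed as inactive read as strong as hits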
Hsp90 inh = displaces geldanamycin probe from tumor Hsp90. P07900. NCI-N417 lysate Hsp90, Cy3B-geldanamycin FP displacement. inhibition, % at 30 µM. actives 0.35% (n = 64,000). AID 429;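 active = inhibition above 50%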;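 note: 0% = tracer plus lysate wells and 100% = tracer alone without lysate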
Numbers without * were called inactive; nt = no result given.

Value order: Cdc25B inh, D1 mod, MKP-1 inh, RORA act, SF1 activator, TNAP act mid DEA, HER2 expr 66K, FXIIa mix inh, Hsp90 inh
CCC12CC3CC(C1)CC(C(=O)Nc1nn[nH]n1)(C3)C2
  -3, -0.59, 8, 2, 2, 0.9, 112, -3, -1
CCOC(=O)C1CCN(S(=O)(=O)c2ccc(OCC)cc2)CC1
  -22, nt, 0, -5, 3, 1, 82, 3, nt
COCCNC(=O)C1CC(=O)N(c2ccc(F)c(Cl)c2)C1 (configuration not stated)
  -9, -0.25, -7, 3, 7, 0.9, 136, 4, -2
Cc1c(O)c(CN2CCCCC2)cc2c3c(c(=O)oc12)CCC3
  -7, 1.4, -17, 2, 8, 0.8, 132, -10, -6
O=C(OCc1nc2ccccc2c(=O)[nH]1)c1cccs1
  3, 1.5, -4, -2, 2, 0.9, 75, 8, -5
N[C@@H](Cc1ccccc1)c1nnc(SCc2ccccc2Cl)o1
  -12, nt, 7, 5, -14, 1, 81, -19, -3
CCCCCOC(=O)C(C)c1c(C)[nH]c(=S)[nH]c1=O (configuration not stated)
  5, nt, -2, 16, 9, 0.8, 169, nt, -1
CCOc1ccc2noc3c2c1C(=O)c1ccccc1-3
  92*, 3.6, 65*, 12, 7, 0.8, 101, 4, -3
CCOCC(=O)Nc1nc2c(s1)C(=O)CC(C)(C)C2
  -4, -0.72, -4, -13, 7, 0.9, 107, 8, -3
COc1ccccc1OCC(=O)Nc1ccc(O)cc1C(=O)O
  9, -0.72, -8, 10, -17, 0.9, 104, -8, -2
Cc1cc(S(=O)(=O)N2CCCC2)ccc1OCC(=O)N1CCOCC1
  -11, -0.057, 0, -10, -6, 0.9, 86, 4, 2
CC(C)n1c(SCc2ccc(Cl)cc2)nc2c1c(=O)[nH]c(=O)n2C
  4, 1.9, 21, 23, -15, 0.9, -55*, -18, -1
CCOC(=O)C(NC(=O)CCC(=O)Nc1ccc(S(N)(=O)=O)cc1)C(O)c1ccccc1 (configuration not stated)
  -10, 0.068, -12, -25, 1, 0.9, 110, 3, 1
CCOC(=O)/C(C#N)=C1/C=Nc2ccccc2N1
  2, 1.7, 6, 18, 10, 0.9, 93, 4, -1
CC1(C)Nc2ccccc2N(CCC(=O)N2CCOCC2)C1=O
  -4, 0.55, 10, 7, 3, 0.9, 88, -15, -2
O=C(Nc1ccc(Cl)cn1)c1cccnc1
  0, 0.95, 6, 7, 6, 0.9, 116, 4, -2
COC(=O)c1ccccc1OCc1cccc(C)n1
  -19, nt, -28, 0, -1, 0.9, 76, nt, 2
O=C(c1cccs1)N1CCN(Cc2cccnc2)CC1
  -12, 0.19, -6, -7, -6, 0.8, 120, 2, -1
CS(=O)(=O)N(CC(=O)O)c1cccc(Cl)c1
  -7, -0.43, 1, 0, -9, 0.9, 76, -8, -2
Fc1ccc(C2=Nn3c(nnc3-c3n[nH]c4c3CCC4)SC2)cc1
  -3, -3*, -3, -10, -18, 1, 144, 2, 2

(continued)
Value order: Cdc25B inh, D1 mod, MKP-1 inh, RORA act, SF1 activator, TNAP act mid DEA, HER2 expr 66K, FXIIa mix inh, Hsp90 inh
Cc1ccc(S(=O)(=O)N(CC(=O)N2CCOCC2)C2CCCCC2)cc1
  -10, 0.049, 14, 3, 1, 0.9, 77, 4, nt
CCCCc1c(C)nn(-c2nnc3c4ccccc4n(CC)c3n2)c1C
  -12, -1.4, 22, 2, -12, 1.1, 69, 8, -11
Cc1cc(C)c(S(=O)(=O)N(C)CC(N)=O)c(C)c1
  -5, 0.021, -7, 11, -1, 0.9, 87, 16, -4
CC(C)C(NS(=O)(=O)c1ccc2c3c(cccc13)C(=O)N2)C(=O)O (configuration not stated)
  -4, 7*, -5, 15, -11, 1, 87, 12, -4
COc1ccc(C(=O)OC(COc2ccccc2)Cn2ccnc2)cc1 (configuration not stated)
  -3, 0.62, -12, nt, nt, 1.1, 118, 0, -1
O=C(NCCCN1CCN(c2ccccc2F)CC1)C1CCN(S(=O)(=O)N2CCOCC2)CC1
  14, 14*, 30, -8, -11, 1, 70, -13, 0
CC(C)Cc1nc2oc3c(=O)[nH]cnc3c2c2c1CCC2
  8, nt, 22, 14, -6, 0.9, 101, 14, -6
CC(C)Cn1c(NCCN(C)C)nc2c1c(=O)[nH]c(=O)n2C
  -2, -0.27, 25, -8, 16, 0.9, 67, 6, 0
CCC(c1nnc(SCC(=O)Nc2nnc(-c3ccccc3)o2)o1)N(C)C (configuration not stated)
  -8, nt, 12, -32, 2, 1, 104, 0, -9
CCc1n[nH]c2c1/C(=N\O)CC(c1ccccc1)C2 (configuration not stated)
  -11, 4.3*, -20, 13, 3, 0.9, 81, 9, -1
CC1CC2(CC(C)(C(=O)CSc3nc4ccccc4s3)OC2=O)C(=O)O1 (configuration not stated)
  2, 0.76, 1, 9, 12, 0.9, 109, 3, -4
O=C(O)CCC(=O)NCC1OCCc2ccccc21 (configuration not stated)
  -3, -1, -6, -1, -3, 1, 178, -15, -8
CC(C)(C)NC(=O)NC(=O)COC(=O)CNC(=O)c1cccc(F)c1
  -4, 0.3, 3, -11, -5, 0.9, 132, 7, -3
CC(=O)c1cccc(NC(=O)CN(c2cccc(F)c2)S(C)(=O)=O)c1
  -3, 0.65, 27, -7, -2, 1, 92, -1, -3
O=C(CCCN1C(=O)c2ccccc2C1=O)Nc1ccccn1
  -13, 0.3, -5, 13, 4, 0.9, 89, 0, -3
COC(=O)c1cc(-c2cccc(OC)c2)on1
  -6, 1.9, 7, 7, -9, 0.9, 117, 3, -2
CN(C)c1oc(-c2ccccc2F)nc1C#N
  -13, 4.9, -10, -4, -1, 0.9, 106, 2, -3
N#Cc1cnn(CC2CCCCC2)c1N
  1, 0.72, -1, -7, -2, 1, 107, 11, -5
COc1ccc(CN2CCN(S(=O)(=O)c3ccc(F)cc3)CC2)cc1OC
  -4, 22*, 4, -10, 17, 0.9, 98, 6, -9
CCOC(=O)C1C(=O)CC(C)(O)C(C(=O)OCC)C1c1ccc(Br)o1 (configuration not stated)
  2, 0.34, 4, -20, -2, 0.9, 129, -1, 1

Next part.
Value order: Cdc25B inh, D1 mod, MKP-1 inh, RORA act, SF1 activator, TNAP act mid DEA, HER2 expr 66K, FXIIa mix inh, Hsp90 inh
COC(=O)c1ccc(CSc2ncnc3c2nnn3-c2ccc(F)cc2)o1
  -15, 0.34, 12, -17, -4, 0.9, 76, 7, -3
CCCCCCn1c(CN2CCN(C(=O)c3ccco3)CC2)nc2c1c(=O)n(C)c(=O)n2C
  -4, 0.57, 5, 3, 14, 0.9, 90, 26, -4
Cc1nnc(SCC(N)=O)n1CC1CCCO1 (configuration not stated)
  -10, 0.2, -37, 2, -2, 1, 97, 6, 3
O=C(c1cccs1)N1CCN(S(=O)(=O)N2CCOCC2)CC1
  0, 0.54, -7, 0, -18, 1.1, 74, -13, -2
Cc1ccc(-c2csc(NC(=O)c3ccno3)n2)cc1
  23, -0.27, 53*, 60*, 28, 0.9, 53, 2, -13
O=C(Cn1cnc2c(cnn2-c2ccc(F)cc2)c1=O)NCc1ccco1
  15, nt, 1, 8, 21, 0.9, 160, 26, -3
Cn1cc(SCC(=O)NCc2ccc3c(c2)OCO3)c2ccccc21
  -6, nt, 8, 10, -8, 0.9, 115, 1, -3
Fc1ccc(COc2ccc(/C=N/n3cnnc3)cc2)cc1
  6, -2.8, 17, 12, 7, 0.9, nt, -16, -3
O=C(Nc1nnc(-c2ccco2)s1)C1CC1
  -6, 0.84, -12, 28, 18, 0.9, 39, 3, -5
COc1ccccc1-c1cc(C(=O)N2CCN(c3ccccc3OC)CC2)no1
  -5, 0.11, 29, 2, -11, 0.9, 88, 2, 1
Cc1cn2c(-c3ccc(Cl)cc3)nnc2s1
  -8, -0.036, -1, -2, 0, 0.8, 75, 29, -3
COc1ccc(C2C(C(=O)N3CCOCC3)=C(C)NC3=C2C(=O)CC(C)(C)C3)c(OC)c1 (configuration not stated)
  -5, 1, 3, -13, -14, 0.9, 92, -23, 0
Cc1ccc(NC(=O)c2nc[nH]c2C(=O)N2CCCCC2)c(C(=O)c2ccccc2)c1
  2, nt, 24, -25, 7, 0.9, 82, -4, -5
COc1cccc(C2NC(=O)NC(C)=C2C(=O)Nc2cc(OC)ccc2OC)c1 (configuration not stated)
  -5, 0.53, 8, -17, -7, 0.9, 92, -4, -3
Cc1noc(C)c1CSc1nc2ccccc2c(=O)n1-c1ccccc1
  -5, 5.3*, -16, 46, -12, 1, 70, -2, 0
CCN(CC)C(=O)Oc1ccc2c(=O)c(-c3ccc(OC)cc3)c(C)oc2c1
  -15, 0.38, 30, 60*, 31, 0.9, 42, 1, -1
CCOC(=O)c1cc(S(=O)(=O)N2CCN(C(=O)OCC)CC2)cn1C
  16, 0.3, -1, -12, 3, 1, 75, 6, -1
C=CCN1C(=O)C(CC(=O)O)SC1=Nc1c(C)n(C)n(-c2ccccc2)c1=O (configuration not stated)
  -8, 0.61, 7, 9, 7, 1, 85, 4, -8
CCn1c(SCC(=O)Nc2ccccc2N2CCOCC2)nnc1-c1ccccc1
  0, nt, 3, -3, -8, 1, 93, 17, -5
O=c1oc2ccccc2n1CCCCCn1c(=O)oc2ccccc21
  1, 0.18, -7, 3, -7, 0.8, 105, -15, -2

Additional compounds follow:
Value order: Cdc25B inh, D1 mod, MKP-1 inh, RORA act, SF1 activator, TNAP act mid DEA, HER2 expr 66K, FXIIa mix inh, Hsp90 inh
O=C(CSc1ccc2nnc(-c3ccc(F)cc3)n2n1)N1CCOCC1
  -15, nt, -7, 13, 18, 1, 100, 9, 0
COc1ccc(OC)c(-c2nc(C(N)=O)c3[nH]c(=O)n(-c4ccc(F)cc4)c3n2)c1
  -1, 1, 5, 10, -30, 0.9, 84, 2, -3
CCn1c(N)c(C(=O)Nc2ccccc2C(=O)OC)sc1=S
  -13, 0.26, -13, 6, 4, 0.9, 89, -8, -5
CC1CCN(C(=O)c2cc(-c3ccccc3O)on2)CC1
  -3, -0.22, 2, 64*, 99*, 1, 81, 3, 0
COc1cccc(OC)c1OCC(C)CNCC1CCCO1 (configuration not stated)
  -24, nt, -12, 13, -2, 1, 113, -2, -1
CCOC(=O)c1[nH]c2ccc(C)cc2c1NC(=O)CN1CCCCC1
  -17, 1.7, -2, -29, -15, 0.9, 105, -15, -5
Cn1c(SCC(=O)N2CCc3ccccc32)nc2cccnc21
  -11, -0.92, 17, 9, -2, 1.1, 122, -13, 0

Part of the list above in order of molecular weight, high to low:
Value order: Cdc25B inh, D1 mod, MKP-1 inh, RORA act, SF1 activator, TNAP act mid DEA, HER2 expr 66K, FXIIa mix inh, Hsp90 inh
COc1ccc(OC)c(-c2nc(C(N)=O)c3[nH]c(=O)n(-c4ccc(F)cc4)c3n2)c1
  -1, 1, 5, 10, -30, 0.9, 84, 2, -3
CCOC(=O)c1[nH]c2ccc(C)cc2c1NC(=O)CN1CCCCC1
  -17, 1.7, -2, -29, -15, 0.9, 105, -15, -5
CC1CCN(C(=O)c2cc(-c3ccccc3O)on2)CC1
  -3, -0.22, 2, 64*, 99*, 1, 81, 3, 0
